# KDM5B inhibitor = KDM5B demethylase inhibition. Q9UGL1. KDM5B demethylase, FDH-coupled NADH fluorescence (FDH is formaldehyde dehydrogenase). Potency, µM (titrated, usually from 57.7 µM), inactives show at the top dose activity change, negative = inhibition, hits mostly inhibitors. 2.6% of 220,000 active; active = well fitted inhibition curve with a large enough effect; inconclusive = small, poorly fitted or top-dose-only effect; inactive = no such curve, though single readings can be large or run the other way; also: 0% is about no effect; nearly all actives have a fitted effect of over 70% in size
# Target sequence (Q9UGL1 whole entry, looked up): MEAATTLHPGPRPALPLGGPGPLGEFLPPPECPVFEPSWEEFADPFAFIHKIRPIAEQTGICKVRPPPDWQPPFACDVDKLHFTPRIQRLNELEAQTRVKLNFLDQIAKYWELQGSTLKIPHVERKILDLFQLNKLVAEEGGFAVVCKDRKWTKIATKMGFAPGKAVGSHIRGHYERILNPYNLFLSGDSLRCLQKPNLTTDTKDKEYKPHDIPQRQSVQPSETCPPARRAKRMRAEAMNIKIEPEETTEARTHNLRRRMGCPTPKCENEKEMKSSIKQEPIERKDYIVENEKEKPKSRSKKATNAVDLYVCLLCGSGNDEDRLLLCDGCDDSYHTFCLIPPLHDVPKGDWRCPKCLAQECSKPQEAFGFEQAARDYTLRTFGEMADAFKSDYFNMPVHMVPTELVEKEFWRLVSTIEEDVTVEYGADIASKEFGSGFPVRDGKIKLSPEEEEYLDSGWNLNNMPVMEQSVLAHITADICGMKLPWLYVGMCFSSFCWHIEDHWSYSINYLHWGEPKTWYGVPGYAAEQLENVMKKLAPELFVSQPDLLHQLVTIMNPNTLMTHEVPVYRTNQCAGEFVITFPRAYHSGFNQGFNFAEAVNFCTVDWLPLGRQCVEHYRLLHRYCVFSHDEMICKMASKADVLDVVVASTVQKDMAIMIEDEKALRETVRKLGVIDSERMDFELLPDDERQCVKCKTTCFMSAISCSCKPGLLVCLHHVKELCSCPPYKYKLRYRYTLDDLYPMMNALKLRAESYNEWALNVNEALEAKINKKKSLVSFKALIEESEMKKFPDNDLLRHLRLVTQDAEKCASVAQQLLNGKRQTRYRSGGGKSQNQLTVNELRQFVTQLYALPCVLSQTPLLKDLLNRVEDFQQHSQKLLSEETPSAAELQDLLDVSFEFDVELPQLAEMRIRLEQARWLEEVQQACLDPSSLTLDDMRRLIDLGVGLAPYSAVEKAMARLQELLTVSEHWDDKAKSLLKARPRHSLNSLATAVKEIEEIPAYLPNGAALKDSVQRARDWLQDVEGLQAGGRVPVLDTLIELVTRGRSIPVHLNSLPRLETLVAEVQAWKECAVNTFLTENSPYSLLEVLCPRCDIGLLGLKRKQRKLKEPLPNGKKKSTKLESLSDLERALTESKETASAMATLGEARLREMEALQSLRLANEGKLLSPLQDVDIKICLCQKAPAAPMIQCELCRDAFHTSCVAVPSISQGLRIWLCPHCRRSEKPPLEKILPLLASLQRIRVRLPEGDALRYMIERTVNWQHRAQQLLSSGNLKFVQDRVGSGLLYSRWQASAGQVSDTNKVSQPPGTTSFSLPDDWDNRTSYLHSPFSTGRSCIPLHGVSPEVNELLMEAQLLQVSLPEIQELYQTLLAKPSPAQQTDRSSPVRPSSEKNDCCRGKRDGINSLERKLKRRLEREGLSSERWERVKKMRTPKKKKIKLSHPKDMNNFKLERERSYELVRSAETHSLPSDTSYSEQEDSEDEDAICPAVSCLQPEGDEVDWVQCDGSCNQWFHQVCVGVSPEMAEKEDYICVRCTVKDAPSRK
#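 Here, H3K4me3 peptide (12.5 µM in substrate mix) is demethylated by KDM5BΔAP, 200 nM final, after 10 min compound exposure. Formaldehyde product is coupled through FDH (0.25 U/mL in mix) to NADH fluorescence; 30-min ΔRFU feeds dose-response curves.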
# Active calls of the source: *; i = inactive; ? = inconclusive; & = joins results of further samples; [ ] = dose if it differs, or a comment. Potency is read from the fitted curve at half-maximal effect. Some of the compounds tested. The share of hits here may be higher or lower than overall.
# Sample of the layout:
KDM5B inhibitor,SMILES
18%,CC(C)CCNC(=O)CCS(=O)(=O)c1cc2c(cc1Br)CCN2C(=O)C1CC1
-3%,CCC(C)C(NC(=O)C(C)NC(=O)CNC(=O)CNC(=O)OCc1ccccc1)C(N)=O (stereo not drawn)
?,Cc1ccc(NC(=O)C2CCN(S(=O)(=O)c3c(C)noc3/C=C/c3ccco3)CC2)cc1C

# Main list, previewed entries included:
KDM5B inhibitor,SMILES
18%,CC(C)CCNC(=O)CCS(=O)(=O)c1cc2c(cc1Br)CCN2C(=O)C1CC1
-3%,CCC(C)C(NC(=O)C(C)NC(=O)CNC(=O)CNC(=O)OCc1ccccc1)C(N)=O (stereo not drawn)
?,Cc1ccc(NC(=O)C2CCN(S(=O)(=O)c3c(C)noc3/C=C/c3ccco3)CC2)cc1C
-14%,Cn1nc2n(c1=O)CCN(S(=O)(=O)c1ccc3c(c1)CCCC3)CC2
i,CNC(=O)N1c2ccccc2CC1c1nc(C(C)C)no1 (stereo not drawn)
5%,COC(=O)[C@@H](NC(=O)c1snnc1-c1ccc(OC)cc1)C(C)C
?,O=C(Cn1ncc2c3ccccc3n(Cc3ccccc3)c2c1=O)NCc1ccccc1
?,Cc1ccc2nc(-c3ccc(C)o3)c(Nc3ccc4c(c3)OCCO4)n2c1
?,Cc1cccc(CNC(=O)c2cc3c(N4CCSCC4)nc(C)cn3n2)c1
26%,COc1ccc(CNC(=O)CCS(=O)(=O)Cc2cccc(Cl)c2)c(OC)c1
-29%,Cn1cc(-c2ccncc2)cc1C(=O)N1CCN(c2ccccn2)CC1
-4%,C=CCN(C(=O)c1csnn1)C(C(=O)NC1CCCC1)c1ccccc1 (stereo not drawn)
12%,CCC(C)(C)NC(=O)c1cc2cc(Br)ccc2oc1=O
-5%,Cc1ccc(N=C2NN=C(c3c[nH]c(C(=O)N4CCCC4)c3)CS2)c(C)c1
18%,Cc1noc(C)c1[S+](=O)([O-])N1CCC2(CC1)C(=O)Nc1ccccc12
-7%,Cc1c(S(=O)(=O)N2CCCC2c2ccc(F)cc2)cnn1C(F)F (stereo not drawn)
?,N#Cc1c[nH]n2c(NC3CCCCC3)c(-c3cccc(Cl)c3)nc12
0%,CCc1nn2c(ncc3c(=O)n(CCN4CCOCC4)ccc32)c1-c1ccc(Cl)cc1
29%,Cc1ccc(C(=O)NC2CCCCC2C)c(C)c1 (stereo not drawn)
?,Cc1nc2c(C)cccn2c1/C(O)=C1\C(=O)C(=O)N(CCN2CCOCC2)C1c1ccccc1F (stereo not drawn)
16%,Cc1ccc(C)c(-c2[nH]ncc2CN2CCCC(O)(CN(C)C)C2)c1 (stereo not drawn)
6%,Cc1ccc(NC(=O)c2cc(S(=O)(=O)N3CCCCCC3)ccc2F)cc1F
4%,O=C(CN(C1CCCCC1)S(=O)(=O)c1ccc(Br)cc1)N1CCOCC1
-21%,Cc1cc(C)n(-c2nc(C)c(C)c(=O)n2CC(=O)Nc2ccc(OC(F)(F)F)cc2)n1
29%,Cn1cnc(S(=O)(=O)N2CCCC(C(=O)Nc3ccc(F)cc3F)CCNC(=O)CC2)c1 (stereo not drawn)
-17%,Cc1ccc(S(=O)(=O)Nc2ccc3oc(C)nc3c2)c(C)c1
?,COc1cccc(CN2CCCN(S(=O)(=O)c3ccccc3)CCC(=O)NCC2)c1
12%,CCOc1ccccc1C(=O)NC1CC(=O)N(CCc2ccc(F)cc2)C1 (stereo not drawn)
25%,O=C(CCc1ccccc1)NCC(=O)N1CCCCCCNC(=O)CC1c1ccccc1 (stereo not drawn)
-6%,CCc1ccc(C(=O)NC2CCN(c3cnn(C)c(=O)c3)CC2)cc1
18%,O=C(OCc1noc(-c2ccco2)n1)c1cncc(Br)c1
5%,CCC(C)(C)NC(=O)c1ccc(C(=O)O)cc1
-10%,O=C(Nc1ccc(Oc2ccccc2)cc1)N[C@H]1CO[C@H]2[C@@H]1OC[C@@H]2n1nnnc1Oc1ccc(-n2ccnc2)cc1
?,O=c1cc(CSc2nnnn2-c2ccccc2)c2ccc(O)cc2o1
-3%,CNC(=O)[C@H]1C[C@H](Oc2ccccc2)CN1Cc1ccc(OC(F)(F)F)cc1
?,Nc1nc2c(s1)CCCCCCCCCC2
-16%,N#Cc1cccc(OCc2ccc(-c3ccccc3)cc2)c1
-7%,Cn1nc(-c2ccc(C(=O)Nc3cccc(Cl)c3)cc2)c2ccccc2c1=O
?,N#Cc1c(N2CCN(C(=O)C(=O)N3CCOCC3)CC2)nc(-c2ccccc2)c2c1CCCC2
-10%&-9%,COc1ccc2oc(=O)cc(CN3CCN(C(=O)c4ccccc4)CC3)c2c1
7%,CCc1nc2c(sc3ncccc32)c(=O)n1CC(=O)Nc1ccc(C(C)C)cc1
?,Cc1ccccc1-c1cnc2[nH]cc(CC(=O)N3CCCC3)c2c1
i,CCCCN(CCO)c1ncnc2sc(-c3ccccc3)cc12
0%,CCCn1c(=O)c2c(ncn2Cc2ccccc2)n(Cc2ccccc2)c1=O
-18%,Cc1c(C(=O)Nc2cc(F)ccc2F)sc2nc(-c3ccc(F)cc3)cn12
-8%,Cc1ccc(C)c(N2CCN(c3cc(C)nc4nc(-c5ccco5)nn34)CC2)c1
-15%,O=C1NCCCC[C@@H]1NCc1ccccc1OCCCCN1CCOCC1
243%[activator],Clc1c2ccccc2c(/C=N/N2CCCCC2)c2ccccc12
-5%,COC(=O)c1sccc1S(=O)(=O)N(CC(=O)Nc1cc(F)ccc1F)c1ccc(C)c(C)c1
20%,O=C(CN1CCCc2nc(-c3ccncc3)ncc2C1=O)NCCCN1CCOCC1

# The results go on:
KDM5B inhibitor,SMILES
-24%,Cc1ccc(NC(=O)C2CCN(C(=O)c3nnn4c3COC(c3ccc(C)cc3)C4)CC2)cc1 (stereo not drawn)
4%,COc1ccccc1CCC(=O)N1CCc2nn(C)c(=O)n2CC1
-25%,O=C(C(c1cccnc1)N1CCOCC1)N(C/C=C/c1ccccc1)CCO (stereo not drawn)
-6%,COC(=O)c1cc(OC(=O)c2cc3ccccc3cc2OC)cc(C(=O)OC)c1
14%[345 µM],CC(C)(CN)N1CCCC1
-6%,CCOc1ccc(S(=O)(=O)N(C)CC(=O)N2CCN(C)CC2)cc1C
-10%,COc1ccc(Cn2cc(S(=O)(=O)c3ccc(Cl)cc3)c(=O)c3cc4c(cc32)OCO4)cc1
-7%,Cc1ccc(NC(=O)Cn2nc(C(F)(F)F)c3c2CCCC3)cc1C
-3%,CCS(=O)(=O)N1C[C@@H](COc2ccncc2)[C@H](c2ccccn2)C1
15%,CS(=O)(=O)Oc1ccc2c(=O)c(Oc3ccccc3Br)coc2c1
4%,CCN1C(=O)CC(NCc2ccc(S(N)(=O)=O)cc2)C1=O (stereo not drawn)
?,Clc1ccccc1Sc1ccc(-c2ccccn2)s1
0%,Cc1nn(-c2ccc(N3CCOCC3)nn2)c(C)c1CCC(=O)NCCc1ccco1
-6%,CCn1ccc(C(=O)N2CCC(CC(=O)NC3CC3)C2)n1 (stereo not drawn)
28%,CCc1ccccc1NC(=O)CN1C(=O)NC2(CCC(C)CC2)C1=O (stereo not drawn)
-7%&23%,CNC(=O)c1cc(NC(=O)CCn2nc(-c3ccc(C)cc3)c3ccccc3c2=O)ccc1OC
-18%,Cc1cnc(C(=O)N2CCCCCC2c2nnc(-c3ccccc3)o2)cn1 (stereo not drawn)
28%&-23%,CC(C)CC(=O)Nc1nnc(S(=O)(=O)N(C)c2ccc(Cl)cc2)s1
21%,CCCCCC1=CCC/C1=N\NC(=O)C(N)=O
6%[86.2 µM],CC(C)CCNC(=O)c1cnc2n1CCN(Cc1cccs1)CC2
-3%,COc1cc(CNCC2CCNCC2)ccc1OCc1ccccc1Cl
-18%,CC(=O)C1=C(O)C(=O)N(Cc2ccccc2)C1c1cccc([N+](=O)[O-])c1 (stereo not drawn)
32µM*,CNC(=O)c1cnn2ncccc12
26%,Cc1ccc(C(=O)NCCc2nc3cc(NC(=O)C4CCCCC4)ccc3n2C)cc1F
-11%,COCCCNC(=O)CCc1ccc2c(c1)CN(C(=O)NC(C)C)CCO2

# Shown as labelled records: 3 of the compounds above
> CCN1C(=O)CC(NCc2ccc(S(N)(=O)=O)cc2)C1=O (stereo not drawn)
  KDM5B inhibitor: 4%
> COc1cc(CNCC2CCNCC2)ccc1OCc1ccccc1Cl
  KDM5B inhibitor: -3%
> COCCCNC(=O)CCc1ccc2c(c1)CN(C(=O)NC(C)C)CCO2
  KDM5B inhibitor: -11%

# Continued:
KDM5B inhibitor,SMILES
-19%,CC(O)CNCc1ccc(-c2cccc(C(F)(F)F)c2)o1 (stereo not drawn)
-2%,O=S(=O)(Nc1cccc2ccccc12)c1ccccc1
?,O=C(c1ccc(F)cc1)N1C[C@@H]2C[C@H](C1)c1ccc(NS(=O)(=O)c3cccc(F)c3)c(=O)n1C2
22µM*,CNc1ncc(CN(C)C(=O)c2cc(S(N)(=O)=O)ccc2F)cn1
-16%,O=C(CCc1n[nH]c2c1CCCC2)N1CC[C@H]2CNC[C@H]21
-3%[86.2 µM],Cc1csc(NC(=O)[C@@H]2CCC[C@@H](N(C)C)CN(C)C(=O)C2)n1
2%,COc1cccc(-c2noc(CC3CCN(C(=O)c4ccccc4C)CC3)n2)c1
-8%,CCOC(=O)c1cnn(-c2cc(C)nc3c(-c4ccccc4)c(C)nn23)c1N
-14%,COc1ccc(C(=O)N[C@@H]2c3ccccc3C3(CCNCC3)[C@H]2OC)c(C)c1
-21%,Cc1cccc(NC(=O)Cn2cccc2-c2nc(-c3ccc(F)cc3)no2)c1
-23%,Cc1cc(S(=O)(=O)NCc2ccco2)c(C)cc1Cl
11%,COc1ccccc1NC(=O)C1CCN(c2nc3ccccc3o2)CC1
30%,NS(=O)(=O)c1ccc(CNC(=O)c2ccccn2)cc1
-29%,COCCNC(=O)[C@@H]1C[C@H](Oc2cccnc2)CN1S(=O)(=O)c1ccc2c(c1)CCC2
-21%,Cc1noc(C)c1COC(=O)/C=C/c1ccc(Br)o1
0%,Cc1[nH]c2ccccc2c1/C=N/NC(=O)c1ccc(N)cc1
-9%,O=C(c1nnc(CNc2ccc(OC(F)(F)F)cc2)n1-c1ccccc1)N1CCC[C@@H]1CN1CCCC1
-6%,CC(=O)c1cccc(NC(=O)Nc2ccc(Cl)cc2C(F)(F)F)c1
?,CCn1c(=O)cc(OCC(=O)Nc2cc(OC)c(OC)c(OC)c2)c2ccccc21
-1%,COc1ccc(NC(=O)CSc2nnc(C3CC3)n2C)cc1S(=O)(=O)N1CCOCC1
24%,O=C(O)CO[C@@H]1COCC[C@H]1NC(=O)c1cc2c(s1)CCCCC2
15%,Cc1ccc(C)c(NC(=O)c2ccc3nccnc3c2)c1
-5%,Cn1cc(Cl)c(C(=O)OCC(=O)Nc2cccc(Cl)c2)n1
?,O/N=C1\CCCc2c1nc(-c1ccccc1)n2O
-16%,CCOC(=O)c1cc(NCc2ccc(C)cc2)ccc1N1CCOCC1
22%,O=C(Nc1oc2ccccc2c(=O)c1-c1ccc2c(c1)OCO2)C1CCCCC1
2%,Cc1nc2c3c(ncn2n1)OC1=C(C(=O)CCC1)C3c1ccco1 (stereo not drawn)
?,COCC1CN(C)CC12CCN(C(=O)c1ccc(OC)c(F)c1)CC2 (stereo not drawn)
?,CCn1ncc(NC(=O)Cn2ncc3cc(-c4ccc(C)cc4F)ccc32)n1
-13%,O=C(COC(=O)CCc1nc2ccccc2c(=O)[nH]1)NCc1ccc(F)cc1
?,O=C(Nc1cccc(F)c1)c1cccnc1NCc1ccccc1
10%,CCCN(CC1CCOC1)C(=O)Nc1ccc(F)cc1 (stereo not drawn)
?,COc1cccc(CNC(=O)c2oc3ccc4c(c3c2C)C(=O)CC(C)(C)O4)c1OC
-30%,CCN(Cc1nc2ccccc2[nH]1)CC1CCCN(CCc2cccc(F)c2)C1 (stereo not drawn)
?,O=C(NCC1CCCO1)c1ccc(-c2ccc(N3CCCCC3)nc2)cc1 (stereo not drawn)
?,COc1cc(NS(=O)(=O)c2ccc3c(c2)CC(=O)N3)cc(OC)c1OC
-49%,O=C(NCCc1cccnc1)c1cc(COc2ccc(F)cc2Cl)on1
13%,Nn1c(SCc2ccccc2F)nnc1-c1ccncc1
?,O=C(NC1CCCN(c2cc(-c3ccccc3)[nH]n2)C1)c1nccc2ccccc12 (stereo not drawn)
?,CC(C)c1ccc(/C=C(\C#N)C(=O)NC2CCCC2)cc1
-6%,C=C(Cl)CC[N+](C)(C)CC#Cc1ccc(Cl)cc1
28µM*,CN(C)C(=O)c1cc2c(s1)CCC(C(=O)N1CCN(c3ccccn3)CC1)C2 (stereo not drawn)
-19%,O=c1c2cc3c(cc2n(Cc2cccc(Cl)c2)c(=O)n1Cc1nc(-c2ccccc2)no1)OCO3
-3%,Cc1ccc(C(=O)O)cc1NC(=O)CC(C)(C)C
0%,COc1ccc(-c2ccnc(SCC(=O)N3CCN(c4ccccc4)CC3)n2)cc1
57%[activator],Cn1cc(S(=O)(=O)N2CCOCC2)cc1C(=O)Nc1ccc(Cl)c(C(F)(F)F)c1
-15%,Cc1ccc(CNC(=O)c2csc(Nc3ccccc3C)n2)cc1
?,CC(C)(C)c1csc(-c2ccc(O)cc2)n1
?,COc1ccc(S(=O)(=O)Nc2ccc3n(c2=O)C[C@H]2C[C@@H]3CN(C(=O)Nc3cc(OC)cc(OC)c3)C2)cc1

# Fetched by structure from above, 4 records:
KDM5B inhibitor,SMILES
22µM*,CNc1ncc(CN(C)C(=O)c2cc(S(N)(=O)=O)ccc2F)cn1
12%,CCOc1ccccc1C(=O)NC1CC(=O)N(CCc2ccc(F)cc2)C1 (stereo not drawn)
?,Clc1ccccc1Sc1ccc(-c2ccccn2)s1
-7%,Cc1c(S(=O)(=O)N2CCCC2c2ccc(F)cc2)cnn1C(F)F (stereo not drawn)
